GASC-1 inh: blocks human GASC-1 demethylase activity; GST-JMJD2C(1-420) H3K9me3 demethylation, DELFIA europium; inhibition, % at 2.35 µM; hit rate 0.069% among 330,000; AID 2099;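 active means more than half of a compound's replicate wells show inhibition beyond 50%, single wells judged on their own value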;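 further: signal counts dimethyl H3K9 product captured on neutravidin plate; 0% = median of DMSO wells and 100% = 0.3 times that DMSO median; strong numbers were not always called active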
Target sequence (Q9H3R0 1-420 limits assumed): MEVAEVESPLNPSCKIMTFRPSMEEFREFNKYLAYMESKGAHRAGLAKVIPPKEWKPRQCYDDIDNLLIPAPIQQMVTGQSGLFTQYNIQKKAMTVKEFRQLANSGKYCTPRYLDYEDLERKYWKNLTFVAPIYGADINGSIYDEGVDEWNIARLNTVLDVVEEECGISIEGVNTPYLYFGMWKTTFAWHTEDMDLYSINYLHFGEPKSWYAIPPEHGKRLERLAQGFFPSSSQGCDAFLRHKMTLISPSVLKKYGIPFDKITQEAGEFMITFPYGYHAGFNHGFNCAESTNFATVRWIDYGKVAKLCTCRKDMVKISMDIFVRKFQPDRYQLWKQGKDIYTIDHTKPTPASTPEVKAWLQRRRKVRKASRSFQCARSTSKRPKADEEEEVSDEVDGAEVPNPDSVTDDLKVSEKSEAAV
PP5 inh: PP5 (human) phosphatase inhibition; hit rate 0.18% among 320,000; inhibition, % at 6.7 µM; purified PP5c, OMFP substrate fluorescence; P53041;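 active means inhibition above the campaign's mean inhibition across all tested compounds plus 3 SD, cut at about 9.5% in these data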;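 further: 0% = DMSO only and 100% = 100 µM cantharidin control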
CR mimetic SO: lowers age-related superoxide in aged yeast cells | superoxide response (% of plate mean), % at 10 µM | hit rate 0.18% among 330,000 | S. cerevisiae aged cells, superoxide DHE fluorescence; hits give low values | AID 2690;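 active means superoxide response under a set limit, about three screen SD below normal, cut at about 65% in these data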;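 further: yeast aged for seven days with compound at 30 °C before DHE staining; 100% = average MFI of all compound-treated wells on the plate with controls excluded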
ZTA counter: blocks Epstein-Barr virus ZTA, an EBNA-1 counter-screen. P03206. ZTA-DNA binding, fluorescence polarization. inhibition, % at 11 µM. hit rate 0.15% among 320,000; in the data active means inhibition above about 33%
Target sequence (P03206 whole entry, looked up): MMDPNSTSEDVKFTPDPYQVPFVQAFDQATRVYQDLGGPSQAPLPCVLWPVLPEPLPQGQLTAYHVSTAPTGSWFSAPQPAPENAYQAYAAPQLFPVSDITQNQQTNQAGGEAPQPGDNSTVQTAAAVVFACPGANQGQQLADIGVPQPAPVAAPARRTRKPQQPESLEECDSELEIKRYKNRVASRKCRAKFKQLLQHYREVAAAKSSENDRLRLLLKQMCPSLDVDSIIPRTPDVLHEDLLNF
TPT1 inh: inhibitors of Candida albicans tRNA 2'-phosphotransferase TPT1; recombinant caTPT1, FP RNA substrate dephosphorylation; inhibition, % at 5 µM; hit rate 0.81% among 300,000;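 active means inhibition above the mean of all tested compounds plus 3 SD, set per screening campaign, cut at about 24% in these data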;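 further: plate controls were DMSO alone for no effect and ferristatin control at 100 nM for full effect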
HCV core dimer: blocks dimerization of HCV core protein | hit rate 0.33% among 300,000 | inhibition, % at 5 µM | TR-FRET GST/Flag-core106 dimerization, 1536-well;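 active means inhibition above the mean of all tested compounds plus 3 SD, set per screening campaign, cut at about 45% in these data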
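System: GST/Flag-tagged HCV core106 proteins. Incubation: compound-protein-antibody incubation 4 h at 22.5 °C. Technique: HTRF with 340 nm excitation, 617/671 nm emission. Medium: KF-containing HEPES buffer, pH 7.45, DTT, CHAPS, BSA. Read-out: inhibition (%) from 671 over 617 nm ratio. Also added: Eu(K)-anti-GST 90 ng/mL plus XL665-anti-Flag 1 µg/mL.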
EBNA-1 inh: blocks EBNA-1 binding to DNA | EBNA-1 DNA binding, fluorescence polarization | inhibition, % at 14.8 µM | hit rate 0.34% among 300,000; in the data active means inhibition above about 28%
Fh CTSL1 inh: counter-screen for PFM18AAP inhibitors: inhibitors of F. hepatica cathepsin L1 | inhibition, % at 5.96 µM | AID 1906 | hit rate 0.49% among 300,000 | recombinant F. hepatica cathepsin L1, Z-Leu-Arg-MCA fluorescence;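 active means inhibition above the mean of all tested compounds plus 3 SD, set per screening campaign, cut at about 17% in these data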;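 further: 0% = plate median of test compound wells and 100% = 1 µM Z-Phe-Ala-diazomethylketone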
PP1 counter: PP1-alpha (human) inhibition in PP5 counter-screen; P62136; inhibition, % at 6.7 µM; purified PP1alpha, OMFP fluorescence; hit rate 0.9% among 320,000;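 active means inhibition above the mean inhibition of all tested compounds plus 3 SD, computed separately for each screening campaign, cut at about 15% in these data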
Target sequence (P62136 whole entry, looked up): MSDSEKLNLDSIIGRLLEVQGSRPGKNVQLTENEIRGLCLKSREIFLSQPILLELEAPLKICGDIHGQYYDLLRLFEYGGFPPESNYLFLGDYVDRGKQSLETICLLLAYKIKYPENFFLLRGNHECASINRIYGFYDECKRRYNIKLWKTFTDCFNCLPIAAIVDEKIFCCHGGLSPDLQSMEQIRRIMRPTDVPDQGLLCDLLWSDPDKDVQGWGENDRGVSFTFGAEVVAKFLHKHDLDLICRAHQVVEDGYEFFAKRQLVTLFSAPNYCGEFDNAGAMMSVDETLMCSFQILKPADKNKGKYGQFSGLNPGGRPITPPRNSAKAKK
The depositor's hits bear a star; . = not tested or not shown. Not a hit list. Share with any hit: about 3.1%.

SMILES	TPT1 inh	ZTA counter	PP1 counter	Fh CTSL1 inh	EBNA-1 inh	HCV core dimer	GASC-1 inh	CR mimetic SO	PP5 inh
CCN(CC)c1ccc(N)cc1S(=O)(=O)Nc1ccccc1OC	-2	-9	2	-2	-6	-2	-10	101	0.3
CNc1nccc(-c2ccc(Cl)cc2)c1C#N	-1	-5	2	-1	-8	-5	-3	86	-0.9
COc1cc2c(cc1OC)CN(CC(=O)Nc1ccccc1SC)CC2	7	2	-9	4	-9	7	47	121	1.3
CC(=O)Nc1c(C)nn(-c2ccc([N+](=O)[O-])cc2)c1C	-1	-7	-1	2	3	-3	-18	108	-3.1
Cc1ccc(S(=O)(=O)Oc2ccc(/C=C3\N=C(c4cccc(C)c4)OC3=O)cc2)cc1	4	-5	-1	0	-9	-1	-8	108	0.7
COc1cccc(C=NCCNC(=O)c2nonc2N)c1O	-2	-21	1	-3	-4	-10	-2	98	-0.4
CCOC(=O)C1=C(COC(=O)c2ccc(Cl)cc2[N+](=O)[O-])NC(=O)NC1C (centres undefined)	0	9	-4	4	-25	-4	-1	114	0.6
COc1ccc(N2CCN(C(=O)c3ccc4ccccc4n3)CC2)cc1	-4	-17	5	1	2	-11	-13	107	4.0
O=C(NCc1cccnc1)c1cccc(S(=O)(=O)N2CCCCC2)c1	-1	-3	13	0	13	0	-1	94	-2.4
CCN1C(=O)C(CC(=O)Nc2c(C)cccc2C)SC1=Nc1ccc(S(N)(=O)=O)cc1 (centres undefined)	-9	5	4	0	7	-1	3	90	0.1
CCCCCC(=O)Nc1ccc(C(=O)CN2C(=O)NC3(CCCCCC3)C2=O)cc1	-2	13	0	1	-2	4	7	102	1.1
Cn1c(Cc2ccccc2)nnc1SCC(=O)c1ccc(Br)s1	-1	-18	-2	-1	-3	9	-3	97	0.8
CC(C)(C)CC(=O)NCCCN1CCOCC1	0	5	-3	-8	-8	-10	-7	108	-8.7
CSc1ccc(-c2nc(O)c3cnccn23)cc1	-6	0	3	0	6	-19	4	95	2.0
CCOC(=O)C1=C(C)N=c2s/c(=C/c3ccc(OCC(=O)O)cc3)c(=O)n2C1c1ccc(F)cc1 (centres undefined)	0	6	8	7	6	15	9	99	4.9
Cc1cc(C)c(S(=O)(=O)c2cccc(Cl)c2)c(=O)[nH]1	-1	-2	-2	1	-1	8	5	91	0.7
CCCN(CCC)CCN1C(=O)C2C(C(=O)Nc3ccc(C)cc3)C3C=CC2(O3)C1C(=O)NC1CCCCC1 (centres undefined)	1	-3	-7	5	-9	-1	-6	100	-0.6
COc1cc(C(=O)NCc2cn3ccsc3n2)cc(OC)c1OC	-1	-13	0	-3	-6	0	2	98	2.5
CC(OC(=O)/C=C/c1ccccc1)C(=O)NC1CCCCC1C (centres undefined)	.	-4	0	.	.	.	1	89	-0.5
COc1ccc(OC)c(N)c1	-7	37*	2	0	20	-10	-7	103	2.7
Cc1c(C(=O)OCC(=O)Nc2cccc(S(N)(=O)=O)c2)oc2c1ccc1ccccc12	3	10	1	7	23	9	-3	105	-0.1
COc1ccc(NS(=O)(=O)c2ccc(OCC(=O)N3CCOCC3)cc2)cc1Cl	-5	-12	2	-2	3	-20	-5	89	-0.3
Cc1ccc(NC2=CC(=O)CC(C)(C)C2)cc1C	-2	4	1	0	7	1	-8	104	-0.5
O=C(Nc1ccccc1)OCCN1CCN(Cc2ccccc2)CCC1=O	2	14	0	-1	-9	-5	-5	108	3.8
N#Cc1ccc(COn2nnc3ccccc32)cc1	0	1	-5	4	-3	-5	-11	109	-8.9
CCOC(=O)Nc1sc(C)nc1-c1ccccc1	2	7	-3	-7	-3	3	-2	104	2.4
Cc1ccc(S(=O)(=O)Nc2cccc(-n3cnnn3)c2)cc1C(=O)O	-1	3	0	2	2	5	2	96	-0.5
O=C(COc1ccccc1Cl)N(Cc1cccs1)C1CCS(=O)(=O)C1 (centres undefined)	0	-3	-2	1	-8	1	-15	102	3.1
CN(C)CCN(CC1CCCN(Cc2ccccc2F)C1)C(=O)c1ccc(Cl)cc1 (centres undefined)	-3	6	-1	4	0	-9	-8	91	-0.9
COc1ccc(CCNc2oc(-c3cccc4ccccc34)nc2P(=O)(OC)OC)cc1OC	0	8	-1	2	7	6	-1	100	0.3
CC(C)CCN1CCC(Cc2ccccc2)(NC(=O)c2ccccc2)C1=O (centres undefined)	.	4	-2	.	.	.	9	92	0.6
CCOC(=O)c1ccn(CSc2c(F)c(F)cc(F)c2F)n1	.	-5	-1	.	.	.	1	95	1.3
COc1cc(C)ccc1OCCOc1c(C)cccc1Cl	-4	14	0	4	0	-1	1	97	1.6
Cc1noc(/C=C/N(C)C)c1S(=O)(=O)N1CCCC(C(=O)NCc2ccco2)C1 (centres undefined)	3	-3	5	3	8	-7	4	115	-0.8
Cc1ccc(CC(=O)c2ccc(Cl)cc2)cc1	-2	-2	0	6	-17	0	9	102	0.8
CCC(C)(C)n1nnnc1C(c1ccccn1)N1CCOCC1 (centres undefined)	-3	-11	-3	-3	2	1	10	77	-1.1
COc1cc(/C=N/NC(=O)c2cccc([N+](=O)[O-])c2)ccc1OCc1ccc(C)cc1	2	0	3	14	-1	19	0	97	-0.8
COc1cccc(N=Nc2c(C)[nH]n(-c3ccccc3)c2=O)c1	-3	6	2	-1	0	2	10	105	1.2
CCN(CC)C(=O)c1[nH]cnc1C(=O)N[C@@H](C)C(=O)OCc1ccccc1	0	-10	-6	6	-3	-19	3	100	-5.7
O=C1/C(=C/c2coc3ccc(O)cc3c2=O)SC(=S)N1c1ccccc1	16	23	4	6	11	6	5	95	-0.3
Cc1ccc(-n2nc3c(c2NC(=O)c2ccc(Br)o2)CSC3)c(C)c1	-2	3	2	1	7	17	0	93	-1.7
CC(=O)Nc1ccc(Nc2nc(C)c([N+](=O)[O-])c(N(C)c3ccccc3)n2)cc1	-1	3	-1	6	-8	-4	-2	99	0.9
Cc1ccc(NC(=O)CSc2ncc3ccccn23)cc1C	1	10	0	-4	-6	-1	13	100	0.3
CC(C)NC(=O)c1c2c(nc3ccccc13)CCCC2	-2	-27	-3	-1	4	-3	-1	100	3.1
Cc1ccc(NC2c3ccccc3C(=O)N2CCN2CCOCC2)cc1 (centres undefined)	-2	5	0	-3	-1	7	2	86	0.2
CSCCC(NS(=O)(=O)c1ccc2ccccc2c1)C(=O)O (centres undefined)	-3	10	6	4	0	-5	34	106	-0.6
Cc1sc2nc3c(C(=O)N4CCCC4)cc(C(=O)c4ccccc4O)cn3c(=O)c2c1C	0	6	-2	0	-1	9	39	104	-1.8
CCOC(=O)Nc1cc(C(=O)OC)cc(C(=O)OC)c1	2	0	3	6	-2	3	2	98	2.9
Cc1ccnc(N2CCC(C(=O)NNC(=O)c3ccccc3C)CC2)n1	0	-5	-2	-1	2	-16	-1	110	4.8
COc1ccccc1-c1cc(C(=O)N/N=C\c2cn(C)nc2C)c2ccccc2n1	-4	-23	1	1	-3	-11	-1	126	1.7
NS(=O)(=O)c1ccc(NC(=O)CCCCC(=O)Nc2ccc(S(N)(=O)=O)cc2)cc1	3	8	1	-6	-19	-11	-9	101	-0.1
COc1ccc(NC(=O)Cn2nnc(C(=O)NCCc3ccc(OC)c(OC)c3)c2N)c(OC)c1	6	-17	-1	-4	0	-9	3	87	1.8
CC(=O)N1CCC(=NNc2ccc(S(=O)(=O)N3CCOCC3)cc2[N+](=O)[O-])CC1	2	9	-2	1	9	4	5	98	0.3
O=S(=O)(CCN1CCN(c2ccccn2)CC1)c1ccc(Cl)cc1Cl	-1	-2	-5	-1	4	0	-1	95	-2.5
CC(C)(C)c1ccc(Cn2nnc3c(=O)[nH]c(C4CCCN(C(=O)c5cccs5)C4)nc32)cc1 (centres undefined)	0	-11	16*	8	6	17	3	101	2.9
CCOc1cccc(OCCOCCNC(C)(C)C)c1	38*	2	3	-1	3	-3	2	106	-1.8
CC(=O)Nc1cnn(Cc2ccc(Br)cc2)c1	-3	-3	-2	-3	1	-4	-216	112	-1.2
CCCn1nnc(NC(=O)COc2ccc(Cl)cc2)n1	2	-16	-3	-6	-4	-4	0	113	-1.8
COCCCNC(=O)Cn1ncc2c(=O)oc3ccccc3c21	-4	-10	0	-3	-3	3	6	106	2.6
O=C1/C(=C/c2cccc(Br)c2)SC(=S)N1CCC(=O)N(CCO)c1ccccc1	-3	0	8	4	5	10	11	104	-0.2

An excerpt of these results, with values under each structure:
Screens in order: TPT1 inh | ZTA counter | PP1 counter | Fh CTSL1 inh | EBNA-1 inh | HCV core dimer | GASC-1 inh | CR mimetic SO | PP5 inh
Cc1ccc(CC(=O)c2ccc(Cl)cc2)cc1
→ -2 | -2 | 0 | 6 | -17 | 0 | 9 | 102 | 0.8
CC(C)(C)c1ccc(Cn2nnc3c(=O)[nH]c(C4CCCN(C(=O)c5cccs5)C4)nc32)cc1 (centres undefined)
→ 0 | -11 | 16* | 8 | 6 | 17 | 3 | 101 | 2.9

TPT1 inh: what is marked active above.
SMILES	TPT1 inh	EBNA-1 inh	HCV core dimer	GASC-1 inh	PP5 inh
CCOc1cccc(OCCOCCNC(C)(C)C)c1	38*	3	-3	2	-1.8

Other records follow:
SMILES	TPT1 inh	ZTA counter	PP1 counter	Fh CTSL1 inh	EBNA-1 inh	HCV core dimer	GASC-1 inh	CR mimetic SO	PP5 inh
COc1ccc(-c2noc(CCC(=O)N3CCC(C)CC3)n2)cc1	-2	-15	-2	-3	19	-4	4	91	1.1
Cc1ccc(CN2CC(C(=O)NNC(=O)c3ccc(F)cc3)CC2=O)cc1 (centres undefined)	.	11	-6	.	.	.	0	92	0.1
Cc1ccc(-c2csc(N3CCN(S(=O)(=O)c4ccc5c(c4)NC(=O)CO5)CC3)n2)cc1	0	-4	-1	-1	0	12	-18	116	2.5
COc1ccc(Nc2nc(NCc3ccco3)nc(N/N=C/c3ccccc3Cl)n2)cc1	2	1	4	0	-1	31	1	99	3.5
CCOC(=O)c1c(C)sc2c1N(C(=O)CN1CCOCC1)c1cc(Cl)ccc1S2	1	-12	-1	2	-21	3	1	123	4.7
CC(C)(C)C1CCC(OCC(O)CN2CCN(c3ccccc3)CC2)CC1 (centres undefined)	-8	0	-3	1	-8	-1	-5	99	1.9
CCn1ccnc1CN(C)Cc1cn(C)nc1-c1ccccc1F	0	-7	-4	1	-4	-2	-11	91	1.4
COc1cc(C(=O)NCC2CCCCC2)ccc1OCc1c(C)noc1C	.	-5	-2	.	.	.	12	92	3.0
COc1ccc(C[C@H]2CN3C(=NC[C@@H]3C)N2CCNC(=O)CCC2CCCCC2)cc1	-1	-4	-1	-4	16	2	-4	100	0.0
NS(=O)(=O)c1ccc(N/C=C/C(=O)c2ccc(Br)cc2)cc1	-1	3	0	2	15	5	-7	87	-0.3
C[C@H](OC(=O)n1ccnc1)[C@@H]1O[C@@]2(C)CCC[C@@H]1O2	.	1	-2	.	.	.	9	86	0.2
COc1ccc(CCC(C)NCC(C)c2ccccc2)cc1 (centres undefined)	1	-19	1	1	-9	-28	-29	100	5.0
CCC(OC(=O)c1nsc(Cl)c1Cl)C(=O)NCC1CCCO1 (centres undefined)	-6	16	0	-3	-7	1	4	112	0.9
CCc1cc(=O)oc2c3c(cc(OCC(=O)NCCN4CCOCC4)c12)OC(C)(C)CC3	5	5	-2	-6	-5	-5	-3	136	3.2
Cn1c(SCC(=O)N2CCCC2)nnc1-c1cnccn1	-1	7	0	3	-5	-2	22	101	4.0

High-throughput results as filed in PubChem.
